LmPK inhibitor: inhibitors of Leishmania mexicana pyruvate kinase; Q27686; purified LmPK, Kinase-Glo ATP luminescence, 1 h; Potency, µM (highest dose often 57.5 µM), inactives show at the top dose activity change, negative = inhibition, usual class: inhibitors; hit rate 0.37% among 290,000; AID 1721
Target sequence (Q27686 whole entry, looked up): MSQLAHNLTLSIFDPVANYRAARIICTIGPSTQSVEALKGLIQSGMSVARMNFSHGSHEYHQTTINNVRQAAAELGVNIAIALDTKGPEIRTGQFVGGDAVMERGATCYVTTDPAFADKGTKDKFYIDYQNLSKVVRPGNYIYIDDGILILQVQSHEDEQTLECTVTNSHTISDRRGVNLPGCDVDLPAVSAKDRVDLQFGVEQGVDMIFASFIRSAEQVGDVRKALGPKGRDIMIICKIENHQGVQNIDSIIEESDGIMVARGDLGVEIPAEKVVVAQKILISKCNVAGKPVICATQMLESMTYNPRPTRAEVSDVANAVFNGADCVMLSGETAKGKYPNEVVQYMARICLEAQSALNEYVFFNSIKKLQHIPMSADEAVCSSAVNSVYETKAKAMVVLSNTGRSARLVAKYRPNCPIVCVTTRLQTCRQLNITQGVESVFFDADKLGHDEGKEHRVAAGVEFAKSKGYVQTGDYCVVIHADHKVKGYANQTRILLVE
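Pyruvate kinase activity monitored as ATP production (luciferase luminescence). Conditions: 0.1 nM enzyme, 0.5 mM PEP, 0.1 mM ADP, 1 h, RT; normalized against uninhibited and no-enzyme wells.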
TbPYK inhibitor: blocks Trypanosoma brucei pyruvate kinase | Q57TT1 | TbPYK enzyme, Kinase-Glo Plus ATP luminescence, 45 min | Potency, µM (series often up to 76.8 µM), for the others: top-dose activity, negative = inhibition, actives largely listed as inhibitors | hit rate 0.12% among 410,000 | AID 624173; note: nearly all actives have a fitted effect of over 50% in size
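Enzyme and substrate buffer are dispensed first and compound is pin-transferred. ADP at 130 uM final then starts the reaction, which runs 45 min at room temperature. Detection reagent is added for 10 min before luminescence is imaged.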
HCV inh: HCV inhibition; hit rate 3.4% among 340,000; Huh7.5.1 HCVcc-Cre infection, luciferase reporter, 44 h; Potency, µM (top dose mostly 41.8 µM), for the others: top-dose activity change, negative = inhibition, most hits filed as inhibitors
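HCVcc-Cre virus at an moi near 0.5 was added right after compound to cells cultured 4 h from seeding (1,000 cells/well). Luciferase activity was determined 44 h later, 15 min after substrate addition at RT.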
Sm TGR inh: blocks Schistosoma mansoni thioredoxin glutathione reductase | Potency, µM (doses to about 114 µM), for inactives: at the top dose activity change, negative = inhibition, hits mostly inhibitors | purified TGR, DTNB reduction, TNB absorbance 405 nm | hit rate 3% among 360,000 | Q962Y6; note: nearly all actives have a fitted effect of over 60% in size
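First, TGR (20 nM dispensed) and NADPH were mixed with compound. Second, a 15 min room-temperature incubation followed. Third, further NADPH and then DTNB were added to start the reaction. Finally, TNB absorbance was monitored kinetically.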
Pf growth 96h: P. falciparum growth inhibition at 96 hours. P. falciparum luciferase reporter growth, 96 h. Potency, µM (highest dose often 28.7 µM), for the others: at the top dose activity change, negative = inhibition, actives largely listed as inhibitors. hit rate 6.9% among 320,000
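Erythrocytes infected with luciferase-expressing P. falciparum were dispensed at 2% hematocrit and 0.05% parasitemia (final), then incubated with compounds 96 hours at 37 C in 5% CO2. Luminescence after detection reagent addition reported growth.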
Pf growth 48h: inhibits P. falciparum growth in the first generation, 48 h | P. falciparum luciferase growth in erythrocytes, 48 h | Potency, µM (series often up to 28.7 µM), inactives show at the highest dose activity change, negative = inhibition, hits mostly inhibitors | hit rate 5.9% among 310,000 | AID 504832
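First compound was added to culture medium, then infected red cells at 0.1% parasitemia and 2% hematocrit (final). After incubation at 37 C under 5% CO2, luciferase detection reagent was dispensed and light output recorded.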
* = called active by the depositor; ? = inconclusive; · = not tested or not shown; & = joins results of further samples; [ ] = remark or other dose. Calls come from the whole dose curve; as a rule, active = well fitted curve in the direction sought with a large enough effect; inconclusive = small, poorly fitted or top-dose-only effect, or another doubt; inactive = no such curve, though single readings can be large; an effect the other way counts as inactive or inconclusive. % is set by controls: 0 for no effect and ±100 for the full control effect; potency is the fitted concentration of half-maximal effect. An unsorted share of the library; about 16% have a hit in one of these screens.

Below each SMILES: LmPK inhibitor | TbPYK inhibitor | HCV inh | Sm TGR inh | Pf growth 96h | Pf growth 48h
Cc1cc(CC(=O)O)n(C)c1C(=O)c1ccc(Cl)cc1
    · | -1.1%&3.1%&4.9% | 7.2%&10.1% | -0.5% | 46.4%&-18.7%&-17.0%[activator] | 38.1%&12.7%&-9.7%[activator]
COc1ccc(C(=O)C2CCCN(Cc3cnc(N4CCOCC4)s3)C2)cc1F (stereo unspecified)
    -2.9% | -0.7% | ? | -2.3% | 1.0% | -6.3%
N#C/C(=C(/O)COC(=O)CCCNC(=O)c1ccc(Cl)cc1)c1nc2ccccc2[nH]1
    6.5% | -2.7% | -4.9% | 4.7% | -3.0%[5.75 µM] | 12.6%
Cc1c(C(=O)N2CCOCC2)c(S(=O)(=O)Nc2cccc(C#N)c2)c(C)n1C
    -1.6% | -8.3% | 23.0% | -21.7% | -0.4% | 17.3%
CCc1ccc(N2C(=O)CC(N(CC3CCCO3)C(=O)/C=C/C(=O)O)C2=O)cc1 (stereo unspecified)
    8.2% | -0.3% | 25.5% | -22.4% | -23.2% | 0.0%
O=C(NCCc1ccccc1)c1ccc([N+](=O)[O-])cc1
    -11.7% | -10.3% | -4.4% | -0.7% | ? | 403.3%[activator]
CSc1cccc(NC(=O)C2CCN(S(C)(=O)=O)CC2)c1
    8.9% | 0.9% | -2.2% | -0.2% | 11.1%[5.75 µM] | -5.3%
CCOC(=O)c1cc2c(=O)n3ccccc3nc2n(CCOC)c1=NC(=O)c1c(-c2c(F)cccc2Cl)noc1C
    11.1% | -4.5%&-5.7% | ? | 3.8%&-16.8% | 5.86µM* | ?
CC(=O)c1ccc(NC(=O)CSc2nnc(-c3ccco3)o2)cc1
    -1.1% | -1.0% | 13.3% | -9.7% | ? | 41.8%[activator]
Cc1ccc(C)c(-c2ccc(=O)n(Cc3ccc(F)cc3Cl)n2)c1
    10.2% | -2.1%&-7.8% | -29.2% | -26.6%&-8.9% | 50.9% | ?
CC(=O)c1c(C)[nH]c(C(=O)NCCc2ccccc2)c1C
    2.4% | 2.8% | -18.2% | -3.2% | · | 20.6%
Cc1cccc(/C=N\NC(=O)c2sccc2-n2cccc2)c1
    2.2% | -1.2% | -15.3% | 24.4% | 76.1%[activator] | 39.0%[activator]
CCOC(=O)c1cc(-c2cccc([N+](=O)[O-])c2)on1
    0.1% | 2.7% | 3.7% | 6.7% | ? | -1.3%
CC(=O)Nc1cc(C(=O)O)ccc1S(=O)(=O)c1ccc(C)cc1
    -3.7% | -16.6% | 27.3% | -15.5% | -0.8% | 73.6%[activator]
Cc1cc(C)c(NC(=O)CS(=O)CC(=O)N2CCN(c3ccccc3)CC2)c(C)c1 (stereo unspecified)
    3.8% | -4.1% | 8.0% | -5.1% | 7.7% | 6.2%
COC(=O)Nc1nnc(COc2cccc(C)c2)s1
    -12.1% | 2.9% | 14.0% | -15.4% | 30.4%[activator][5.75 µM] | 27.7%
CSCCC(NC(=O)c1ccc([N+](=O)[O-])cc1Cl)C(=O)OC(C)C(=O)NCc1ccco1 (stereo unspecified)
    · | -5.8% | 0.2% | ? | 53.2%[activator] | 2.5%
CC(NC(=O)CSc1ncn[nH]1)c1ccc(Cl)cc1Cl (stereo unspecified)
    3.5% | -5.1% | 18.0% | -22.6% | -2.0% | -3.7%
Cc1ccc(S(=O)(=O)/N=C2/NC(=O)/C(=C\c3cc(Br)cc(Br)c3O)S2)cc1
    13.4% | -14.7% | -1.9% | 28.2µM* | -90.6% | 12.4%
COc1cc(Cl)ccc1OCc1cc(C(=O)N2C[C@H]3CC[C@H]2C3)no1
    -6.1% | -6.9% | · | -0.7% | 3.0% | 47.8%[activator]
CC1CN(S(=O)(=O)c2ccccc2)C(C)N1C(=O)N1CCOCC1 (stereo unspecified)
    -5.5% | 2.1% | -8.2% | 0.2% | 1.0% | 5.9%
O=C(COC(=O)c1ccccc1[N+](=O)[O-])Nc1nnc(-c2ccccc2)o1
    · | 0.4% | 5.7% | -12.0% | -2.0% | -2.3%
COc1cccc2c1OC[C@@H](CO)[C@H]2N(C)C(=O)Nc1ccccc1
    -0.2% | -1.4% | 3.6% | 3.2% | 50.7%[activator] | ?
COc1ccc(C(=O)NC2CC2)cc1OC1CCN(Cc2cnn(C)c2C)CC1
    -0.3% | 3.5% | · | -22.1% | 73.7%[activator] | -0.4%
O=C(NCCC(=O)N1CCN(c2cccc(Cl)c2)CC1)c1ccc(Br)cc1
    · | 3.7% | 5.8% | 2.8% | -11.7% | ?
Cc1ccccc1CC(=O)NCC1CCCCC1
    1.7% | -1.0% | 2.8% | 6.8% | 11.7µM* | -2.1%
COC(=O)c1c(NC(=O)C2Cc3ccccc3C(=O)O2)sc2c1CCCC2 (stereo unspecified)
    -0.4% | 0.0% | -9.3% | -7.0% | 62.2%[activator] | 35.0%[activator]
O=C1CCC(C(=O)N2CCCC2)CN1CCc1cccc(F)c1 (stereo unspecified)
    3.4% | 0.0% | 9.9% | 0.3% | -23.1% | 0.7%
Cc1ccc(C)c(NC(=O)COc2coc(CN3CCc4ccccc43)cc2=O)c1
    · | -5.2% | ? | -8.4% | ? | ?
CNC(=O)/C(C#N)=C/c1ccc(-c2ccccc2[N+](=O)[O-])o1
    0.4% | -0.7% | -18.5% | · | 19.7% | -5.7%
Cn1c(=O)cc(Nc2ccccc2)c2c(=O)n(-c3ccccc3)c(=O)n(-c3ccccc3)c21
    6.8% | -0.2% | 1.4% | 80.8%[activator] | 4.65µM* | 6.57µM*
C/C(=N\NC(=O)COc1cc(C)cc(C)c1)c1ccc(N2CCOCC2)cc1
    5.7% | 2.9% | 0.1% | 4.8% | ? | ?
O=C(Nc1ccccc1)c1c(F)c(F)c(F)c(F)c1F
    -0.6% | 2.8% | ? | -0.8% | ? | ·
Cc1ccc(S(=O)(=O)N2CCOCC2)c(C)c1-n1cnnn1
    -5.9% | -9.4% | -1.3% | -8.8% | · | -0.3%
CCn1ncc(Br)c1C(=O)Nc1c(C)nn(Cc2c(F)c(F)c(F)c(F)c2F)c1C
    -3.0% | 9.5% | ? | 4.5% | ? | -10.6%
CCCn1c(SCC(=O)NC(C)c2ccccc2)n[nH]c1=O (stereo unspecified)
    5.7% | -2.2% | 22.5% | 2.8% | 58.6%[activator] | ?
CC(C)c1nnc(NC(=O)C2c3ccccc3Oc3ccccc32)s1
    0.7% | -14.9% | 19.1% | 5.9% | 9.5% | 6.4%
O=C(N/N=C1\CCSC1)c1cc(Cl)ccc1O
    -1.1% | 1.1% | 18.9% | · | ? | -15.6%
CC(=O)Nc1cccc(NC(=O)c2cccc(OCc3ccccc3)c2)c1
    7.2% | 5.2% | ? | 3.1% | -24.2% | -2.8%
Cc1cccc(-n2ncc3c2CCCC3NC(=O)CCCN2CCCCC2=O)c1C (stereo unspecified)
    0.2% | -4.4% | ? | 0.0% | ? | -12.9%
CCOC(=O)C1=C(CSc2nc3ccccc3s2)NC(=O)NC1c1cccc([N+](=O)[O-])c1 (stereo unspecified)
    2.8% | -8.3% | 7.3% | 3.3% | ? | 5.86µM*
COCCN(C(=O)c1cc(Cl)ccn1)c1c(N)n(Cc2ccccc2)c(=O)[nH]c1=O
    · | 1.7% | 19.3% | -16.6% | 3.8% | -15.9%
CC(C)CCOc1ccc(/C=C2\CCn3c2nc2cc(C(=O)O)ccc2c3=O)cc1
    -0.6% | 0.1% | 25.4% | · | ? | ?
CC(C)Nc1nc(Cl)nc(NNC(=O)C(C)Oc2ccccc2)n1 (stereo unspecified)
    -0.5% | 2.5% | -15.8% | 30.0% | 1.65µM* | -14.2%
COCCN(C(=O)COC(=O)c1ccccc1Nc1ccccc1)c1c(N)n(Cc2ccccc2)c(=O)[nH]c1=O
    · | 2.5% | ? | 2.9% | 9.28µM* | ?
Cc1ccc(-n2nc(C(=O)NN)c(C)c(C#N)c2=O)cc1Cl
    -3.1% | -8.3% | ? | 9.8% | -1.8% | ?
CC(=O)Nc1nc(C=C(Cl)Cl)cs1
    -12.8% | -10.9% | -19.7% | -22.4% | -9.5% | -19.7%
O=C(CNC(=S)N(Cc1ccccc1F)C1CCCCC1)NC1CC1
    -7.1% | -11.7% | 21.7% | 9.5% | ? | ·
O=C(NCC1CCCO1)c1ccccc1 (stereo unspecified)
    -0.8% | 0.1% | 7.4% | 1.4% | ? | 27.8%
N#CCC(=N)N1CCN(c2cccc(Cl)c2)CC1
    2.4% | -3.5% | 12.0% | 11.4% | ? | ?
CC(C)(C)NC(=O)NC(=O)CN1CCN(c2ccccc2O)CC1
    4.0% | 2.6% | 26.4% | -0.1% | ? | ?
CC1CCC2(CC1)NC(=O)N(Cc1cc(=O)n3ccsc3n1)C2=O (stereo unspecified)
    -0.2% | 2.0% | 0.4% | -5.0% | -3.1% | 39.9%[activator]
O=C(CCCC1=NS(=O)(=O)c2ccccc2N1)N1CCN(c2ccccc2)CC1
    -4.0% | -1.6% | 2.4% | -2.2% | 205.1%[activator] | -20.2%
O=C(NN1CCOCC1)c1cc(-c2ccc(Cl)c(Cl)c2)nc2ccccc12
    6.6% | -12.2% | 8.3% | -1.5% | 10.5% | 15.9%
Cc1ccc(S(=O)(=O)N2CCOCC2)cc1C(=O)Nc1ccncc1
    · | 2.3% | 6.3% | -7.8% | -19.1% | -8.9%
CCn1c(SCC(=O)NNC(=O)c2ccc(OC)cc2)nnc1-c1ccco1
    4.3% | -0.3% | -1.6% | 1.6% | -28.4% | -26.8%
COc1ccc(C(=O)N2c3ccccc3C(=O)OC2c2ccc3c(c2)OCO3)cc1 (stereo unspecified)
    -3.1% | 3.7% | 21.3% | 2.0% | · | 54.5%[activator]
Cc1ccc(C(C(=O)NCC2CCCO2)N(C(=O)c2snc(C(N)=O)c2N)c2ccccc2)o1 (stereo unspecified)
    1.2% | -4.9% | -19.1% | -13.6% | -0.7% | -23.5%
Cc1cc(OCCn2ccnc2)cc(C)c1Cl
    0.8% | -0.2% | -4.7% | -5.4% | 3.7% | ?
O=C(Nc1ccc(N2CCOCC2)c(Cl)c1)c1cccc(-n2cnnc2)c1
    5.0% | 5.6% | -2.1% | -2.5% | 9.6% | -4.0%
CCC(CC)C(=O)c1c[nH]c(C(=O)NCCCN2CCOCC2)c1
    -7.2% | 1.6% | 21.0% | 7.0% | 67.0%[activator] | 7.0%

Part of the list above, as labelled records.
CC(C)(C)NC(=O)NC(=O)CN1CCN(c2ccccc2O)CC1
  LmPK inhibitor: 4.0%
  TbPYK inhibitor: 2.6%
  HCV inh: 26.4%
  Sm TGR inh: -0.1%
  Pf growth 96h: ?
  Pf growth 48h: ?
CC1CCC2(CC1)NC(=O)N(Cc1cc(=O)n3ccsc3n1)C2=O (stereo unspecified)
  LmPK inhibitor: -0.2%
  TbPYK inhibitor: 2.0%
  HCV inh: 0.4%
  Sm TGR inh: -5.0%
  Pf growth 96h: -3.1%
  Pf growth 48h: 39.9%[activator]
O=C(CCCC1=NS(=O)(=O)c2ccccc2N1)N1CCN(c2ccccc2)CC1
  LmPK inhibitor: -4.0%
  TbPYK inhibitor: -1.6%
  HCV inh: 2.4%
  Sm TGR inh: -2.2%
  Pf growth 96h: 205.1%[activator]
  Pf growth 48h: -20.2%
O=C(NN1CCOCC1)c1cc(-c2ccc(Cl)c(Cl)c2)nc2ccccc12
  LmPK inhibitor: 6.6%
  TbPYK inhibitor: -12.2%
  HCV inh: 8.3%
  Sm TGR inh: -1.5%
  Pf growth 96h: 10.5%
  Pf growth 48h: 15.9%
